OXTR potentiate: human OXTR potentiators, primary screen, fluorescence, CHO-OTR cells, Fluo-8 calcium | Oxytocin receptor (Homo sapiens), P30559 | actives 0.061% (n = 320,000) | activation, % at 3 µM | AID 2445, 2010 | Fluo-8 calcium fluorescence, potentiator mode; 0% = oxytocin EC15, 100% = EC100;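 active = activation above that plate's cutoff, the mean activation of tested compounds plus 3 SD, cut at about 6.6% in these data, passing the limit was not always enough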;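 note: 100% uses oxytocin at 75 nM as the full agonist control; some results filed as inactive read as strong as hits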
Target sequence (P30559 whole entry, looked up): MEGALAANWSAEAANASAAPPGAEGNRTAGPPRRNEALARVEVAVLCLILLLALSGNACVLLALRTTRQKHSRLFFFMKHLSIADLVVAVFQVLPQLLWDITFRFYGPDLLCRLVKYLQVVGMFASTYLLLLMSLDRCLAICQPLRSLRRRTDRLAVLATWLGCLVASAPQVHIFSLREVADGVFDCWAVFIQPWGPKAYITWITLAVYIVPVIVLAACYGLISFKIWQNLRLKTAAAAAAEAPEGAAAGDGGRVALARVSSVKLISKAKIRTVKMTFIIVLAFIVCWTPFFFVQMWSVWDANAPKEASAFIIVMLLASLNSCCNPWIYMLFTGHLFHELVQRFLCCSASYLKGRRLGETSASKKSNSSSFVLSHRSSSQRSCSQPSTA
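test system = CHO-OTR cells, human receptor | compound = single-point 3.0 µM | schedule = 6 min compound pre-incubation at room temperature, 100 s kinetic read | signal = Fluo-8 no-wash calcium dye fluorescence, excitation 470-495 nm, emission 515-575 nm | repeats = single well per compound, singlicate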
TAAR1 antagonist: human TAAR1 antagonists, primary screen, Fluo-8 calcium fluorescence, CHO RD-HGA16 cells. Trace amine-associated receptor 1 (Homo sapiens), Q96RJ0. antagonist. inhibition, % at 3 µM. actives 1.5% (n = 360,000). AID 624466, 2012;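 active = inhibition above a per-plate cutoff, the mean inhibition of test compounds on that plate plus 3 SD, cut at about 49% in these data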;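 note: 0% = DMSO plus EC80 beta-PEA response and 100% = DMSO alone without agonist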
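System: CHO RD-HGA16 cells bearing hTAAR1. Reagent: EC80 β-phenethylamine stimulus. Schedule: seeding 17-24 h prior, 75-min 37 °C, 30-min RT dye loading. Signal: Fluo-8 intracellular calcium dye fluorescence, real-time kinetic reads. Read-out: % inhibition from peak post-agonist over basal fluorescence ratio. Benchmarks: vehicle wells and EC80 agonist wells. Replicates: n of 1.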
M1 PAM parental: nonselective calcium activators in parental CHO-K1 cells, primary screen, counter-screen for M1 PAM project, cell-based, Fluo-8 calcium fluorescence, full deck, 1536-well | AID 602247, 2012 | actives 0.02% (n = 360,000) | activation, % at 3 µM | ATP EC20; 0% at ATP EC20, 100% at ATP max;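 active = activation above the run cutoff, the mean activation of all test compounds plus 3 SD, cut at about 40% in these data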;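 note: peak over basal fluorescence ratio in a 140 s read after ATP addition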
CHO parental Ca: ATP-evoked calcium signal inhibitors, parental CHO, primary screen, counter-screen for OX1R antagonist project, cell-based, fluorescence, Fluo-8 calcium dye. parental CHO-K1, ATP-induced calcium, Fluo-8 fluorescence. inhibition, % at 5.6 µM. actives 0.63% (n = 330,000);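 active = inhibition above that plate's mean sample inhibition plus 3 SD, cut at about 26% in these data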;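 note: 0% = ATP-challenged DMSO wells and 100% = DMSO wells without ATP; some compounds past the cut are filed as inactive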
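Material – parental CHO cells · Reagent – ATP stimulus · Compound – single nominal dose of 5.6 µM per compound · Detection – Fluo-8 fluorescence · Read-out basis – percent inhibition of calcium signal · Controls – ATP-challenged DMSO wells low, unchallenged DMSO wells high · Repeats – no replicates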
TAAR1 ag: human TAAR1 agonists, primary screen, Fluo-8 calcium fluorescence, CHO RD-HGA16 cells; actives 0.99% (n = 360,000); vehicle wells 0%, saturating PEA agonist 100%; Trace amine-associated receptor 1 (Homo sapiens), Q96RJ0; AID 624467, 2012; activation, % at 3 µM;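 active = activation above the mean activation of all test compounds in the run plus 3 SD, cut at about 38% in these data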
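System: CHO RD-HGA16 cells carrying human TAAR1 plus Gα16; Incubation: 17-24 h seeding, 75 min 37 °C dye, 30 min RT; Measured by: Fluo-8 fluorescence, 5 s baseline then 140 s kinetic read; Control set: DMSO and PEA EC100; Replication: single well for each compound.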
CHRM1 antagonist: human M1 muscarinic receptor antagonists, primary screen, CHO-K1 cells, Fluo-8 calcium fluorescence, 1536-well | Muscarinic acetylcholine receptor M1 (Homo sapiens), P11229 | CHO-K1 hM1, ACh EC80 antagonist | inhibition, % at 3 µM | actives 1.3% (n = 360,000);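 active = percent inhibition above its own plate's cutoff, namely the mean of that plate's compound wells plus 3 SD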;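 note: peak over basal fluorescence ratio during 140 s after agonist addition; 0% = ACh EC80 plus DMSO and 100% = DMSO alone without agonist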
Target sequence (P11229 whole entry, looked up): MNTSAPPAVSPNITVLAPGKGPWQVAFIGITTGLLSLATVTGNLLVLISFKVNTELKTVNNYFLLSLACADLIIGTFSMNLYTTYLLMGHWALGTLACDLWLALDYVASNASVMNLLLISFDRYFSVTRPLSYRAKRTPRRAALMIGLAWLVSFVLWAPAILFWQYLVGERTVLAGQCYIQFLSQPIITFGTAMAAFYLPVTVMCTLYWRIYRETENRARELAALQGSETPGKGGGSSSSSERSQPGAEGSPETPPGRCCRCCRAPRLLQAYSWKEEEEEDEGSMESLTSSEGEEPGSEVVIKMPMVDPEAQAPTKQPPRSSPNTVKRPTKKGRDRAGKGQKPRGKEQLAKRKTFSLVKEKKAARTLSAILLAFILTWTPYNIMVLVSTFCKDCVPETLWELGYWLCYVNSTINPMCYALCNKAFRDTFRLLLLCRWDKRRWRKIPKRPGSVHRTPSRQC
M1 ag: human M1 muscarinic receptor agonists, primary screen, Fluo-8 calcium fluorescence, CHO-K1 cells, HTS; Muscarinic acetylcholine receptor M1 (Homo sapiens), P11229; CHO-K1 hM1, agonist mode; 0% DMSO, 100% acetylcholine EC100; activation, % at 3 µM; actives 0.33% (n = 360,000);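 active = activation above the run's mean compound activation plus 3 SD, cut at about 16% in these data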;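 note: peak over basal fluorescence ratio within a 140 s kinetic read after compound addition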
CHO-K1 Ca antag: counter-screen for M1 antagonists: effect in parental CHO-K1 cells. ATP-induced calcium, Fluo-8 fluorescence. inhibition, % at 3 µM. actives 0.6% (n = 360,000). AID 602250;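 active = inhibition above a per-plate cutoff, the plate's mean sample inhibition plus 3 SD, cut at about 24% in these data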;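 note: 0% = DMSO plus EC80 ATP and 100% = DMSO alone without ATP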
M1 ag parental: counter-screen for M1 agonists: effect in parental CHO-K1 cells; Fluo-8 calcium fluorescence; scaled to maximal ATP response, vehicle zero; activation, % at 3 µM; actives 0.48% (n = 360,000); in the data active = activation above about 15%;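 note: untransfected CHO-K1 host cells lacking M1 receptor as counterscreen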
The depositor's hits bear a star; / = not tested or not shown.

SMILES | OXTR potentiate | TAAR1 antagonist | M1 PAM parental | CHO parental Ca | TAAR1 ag | CHRM1 antagonist | M1 ag | CHO-K1 Ca antag | M1 ag parental
CC(C)Cc1ccc(C(=O)NCc2ccc3c(c2)OCO3)o1 | / | -1 | 20 | / | -1 | -14 | -2 | -14 | 1.8
OC1CCN(c2ncnc3c2nnn3Cc2c(F)cccc2Cl)CC1 | -17 | 0 | 10 | -6 | 6 | -8 | -2 | -8 | 0.5
CN1C(=O)c2ccc(C(=O)NCc3ccco3)cc2C1=O | -5 | -26 | -4 | -1 | 3 | -2 | -3 | -5 | 1.4
CN(Cc1ccc(OCC(O)CN2CCCCC2)cc1)Cc1ccnc2ccccc12 (stereo not drawn) | / | 16 | 4 | / | 4 | 9 | -6 | -5 | 7.8
CCOC(=O)C1CCCN(CCC(=O)Nc2cc(OC)ccc2OC)C1 (stereo not drawn) | -4 | -12 | -2 | -10 | 7 | -5 | 16* | -3 | 0.2
CC(=O)Nc1cccc(NC(=O)Nc2ccc(F)cc2F)c1 | -16 | -8 | 6 | 2 | 4 | -11 | -5 | 5 | 0.2
COCCSc1nc2c(c(=O)[nH]c(=O)n2C)n1Cc1cccc(C)c1 | -2 | 1 | 2 | -14 | 2 | -3 | -10 | 1 | 0.3
Cc1cccn2c(=O)nc(SCC(=O)N3CCC(Cc4ccccc4)CC3)nc12 | -1 | 26 | -12 | -9 | 5 | 14 | 20* | 2 | 2.7
CC(=O)c1cccc(NC(=O)NN2CCN(C)CC2)c1 | -1 | 8 | -24 | 0 | -1 | 13 | -6 | 3 | 0.3
CCC(=O)Nc1ccc(C(=O)COC(=O)Cc2ccsc2)cc1 | -8 | -2 | -14 | -11 | -2 | 5 | -2 | -1 | 1.1
Cc1cc(SC(C)C(=O)Nc2ncc(Cl)cc2Cl)nc2ccccc12 (stereo not drawn) | 6 | -11 | 3 | -6 | 0 | -1 | -5 | 1 | -0.2
COCCNC(=O)COc1cc(=O)n(C)c2ccccc12 | 4 | 11 | -2 | 0 | 1 | -1 | -4 | 9 | 0.5
CCc1ccc(NC(=O)CS(=O)CC(=O)NCCCc2ccccc2)cc1 (stereo not drawn) | -2 | -16 | 10 | -9 | 5 | -22 | -4 | -21 | 0.2
O=C(NCc1ccccc1CN1CCCC1)c1ccc(S(=O)(=O)Nc2ccccc2F)cc1 | / | -14 | 3 | / | 7 | 7 | -9 | -4 | 0.2
Cc1ccc([N+](=O)[O-])c(OCCCN2C(=O)NC(C)(C)C2=O)c1 | -4 | 9 | 6 | 0 | 1 | -3 | -2 | -16 | 0.1
CNCc1ccccc1OCC(=O)Nc1ccccc1OC | -3 | 12 | -9 | -14 | 10 | 2 | -8 | -2 | 0.3
NC(=O)C1CCN(C(=O)CCn2c(=O)oc3ccccc32)CC1 | -2 | 1 | 7 | 1 | 9 | 12 | 0 | -8 | 1.4
COc1cccc(C(C)(O)c2nc(-c3cccc(F)c3)cs2)c1 (stereo not drawn) | / | 13 | 9 | / | -2 | 1 | -2 | 0 | 3.7
N#CCc1c(C#N)c(N)nc(N2CCN(C=O)CC2)c1C#N | -6 | 6 | -8 | -1 | 1 | 6 | -5 | 24* | -0.2
COC(=O)c1cc(CNC(=O)c2cccc(Cl)c2)ccc1OC | 0 | -14 | 18 | -13 | 0 | 4 | -5 | -3 | 0.0
CC(=O)c1cccc(OC(=O)c2cc(S(=O)(=O)N3CCOCC3)ccc2N2CCCC2)c1 | -5 | -6 | 11 | -24 | 2 | -5 | -6 | -16 | 0.1
CCOC(=O)c1cc(C)[nH]c(=O)c1C#N | -5 | -16 | -1 | -3 | 8 | -18 | -1 | -16 | 0.7
NC(=O)c1ccc[n+](CC(=O)c2ccc(Br)cc2)c1 | -12 | 0 | 7 | -14 | 7 | 3 | -6 | -11 | 0.1
CC(=O)Nc1cc(NC(C)=O)cc(C(=O)OCC(=O)N(c2ccccc2)C2CCS(=O)(=O)C2)c1 (stereo not drawn) | -3 | -5 | 8 | -6 | 4 | -12 | 1 | -19 | -0.1
COc1cc(NC(=O)Nc2ccc(C)cc2)cc([N+](=O)[O-])c1 | -12 | 16 | -2 | 1 | 9 | 10 | -1 | 8 | 16*

10 neighbouring records from above:
SMILES | OXTR potentiate | TAAR1 antagonist | M1 PAM parental | CHO parental Ca | TAAR1 ag | CHRM1 antagonist | M1 ag | CHO-K1 Ca antag | M1 ag parental
CC(C)Cc1ccc(C(=O)NCc2ccc3c(c2)OCO3)o1 | / | -1 | 20 | / | -1 | -14 | -2 | -14 | 1.8
OC1CCN(c2ncnc3c2nnn3Cc2c(F)cccc2Cl)CC1 | -17 | 0 | 10 | -6 | 6 | -8 | -2 | -8 | 0.5
CN1C(=O)c2ccc(C(=O)NCc3ccco3)cc2C1=O | -5 | -26 | -4 | -1 | 3 | -2 | -3 | -5 | 1.4
CN(Cc1ccc(OCC(O)CN2CCCCC2)cc1)Cc1ccnc2ccccc12 (stereo not drawn) | / | 16 | 4 | / | 4 | 9 | -6 | -5 | 7.8
CCOC(=O)C1CCCN(CCC(=O)Nc2cc(OC)ccc2OC)C1 (stereo not drawn) | -4 | -12 | -2 | -10 | 7 | -5 | 16* | -3 | 0.2
CC(=O)Nc1cccc(NC(=O)Nc2ccc(F)cc2F)c1 | -16 | -8 | 6 | 2 | 4 | -11 | -5 | 5 | 0.2
COCCSc1nc2c(c(=O)[nH]c(=O)n2C)n1Cc1cccc(C)c1 | -2 | 1 | 2 | -14 | 2 | -3 | -10 | 1 | 0.3
Cc1cccn2c(=O)nc(SCC(=O)N3CCC(Cc4ccccc4)CC3)nc12 | -1 | 26 | -12 | -9 | 5 | 14 | 20* | 2 | 2.7
CC(=O)c1cccc(NC(=O)NN2CCN(C)CC2)c1 | -1 | 8 | -24 | 0 | -1 | 13 | -6 | 3 | 0.3
CCC(=O)Nc1ccc(C(=O)COC(=O)Cc2ccsc2)cc1 | -8 | -2 | -14 | -11 | -2 | 5 | -2 | -1 | 1.1

The list continues:
SMILES | OXTR potentiate | TAAR1 antagonist | M1 PAM parental | CHO parental Ca | TAAR1 ag | CHRM1 antagonist | M1 ag | CHO-K1 Ca antag | M1 ag parental
C=CCn1c(Cc2ccc(OCC)cc2)nnc1SCC(N)=O | -2 | -2 | 18 | -2 | 4 | -1 | -3 | 8 | -0.2
O=C(Oc1ccc(/C=N/NC(=O)c2ccccn2)cc1)c1ccc(Br)cc1 | -4 | -18 | -8 | -10 | -1 | -17 | 0 | 0 | 0.6
CCN(CC)S(=O)(=O)c1cc(NC(=O)CSc2n[nH]c(N)n2)ccc1C | 0 | -2 | 17 | -8 | 0 | -9 | -3 | -23 | 0.6
Cc1cccc(-n2nnc(C(=O)N3CCc4ccccc4C3)c2N)c1 | -19 | -11 | 1 | -20 | 12 | -3 | -3 | -5 | 0.3
O=C(Nc1cccc(S(=O)(=O)N2CCOCC2)c1)c1ccc(N2CCOCC2)c([N+](=O)[O-])c1 | -7 | 28 | 12 | 0 | 17 | 6 | -10 | -12 | 6.5
Cc1ccc(C(=O)N2CCN(c3ccc([N+](=O)[O-])cc3)CC2)o1 | -14 | 6 | -5 | -12 | -5 | 1 | -10 | -9 | 2.4
Cc1ccc(C)c(N2CCN(CCCNC(=O)Cn3cccc3C(=O)c3ccccc3C)CC2)c1 | -15 | -3 | 4 | -3 | 22 | -9 | -9 | -20 | 8.9
Cc1cccc(Cn2c(=O)n(CCCC(=O)NCc3ccco3)c(=O)c3ccccc32)c1 | -6 | 4 | -2 | -27 | 0 | 1 | -5 | 4 | 1.2
CCCS(=O)(=O)N1CCN(CC2CC=CCC2)CC1 (stereo not drawn) | 0 | -6 | -7 | -7 | 11 | 0 | -3 | 24 | -0.2
COc1nc(C#N)c(N2CCOCC2)o1 | 0 | 22 | -5 | 0 | 2 | -8 | -5 | -6 | 3.9
COCCCNC(=S)NNC(=O)c1csc(C)n1 | -4 | -11 | -1 | -6 | 1 | -4 | 0 | -13 | 1.6
O=C(OCc1ccccc1)N1C[C@H](O)[C@H](O)C[C@@H]1c1c(Cl)cccc1Br | / | 0 | 19 | / | 1 | -3 | -2 | 8 | 2.0
Cn1cnnc1SCC(=O)NCCc1ccccc1 | -2 | 2 | 6 | -13 | 9 | -13 | -6 | 7 | 0.0
CCOCCc1nn2c(=O)cc(CSCC(=O)Nc3cccc(C)c3C)nc2s1 | -3 | -8 | -3 | -13 | -1 | 9 | -4 | -2 | 0.3
CCCCNC(=O)[C@H]1N2C(=O)c3c(ccc(OC)c3OC)C2SC1(C)C (stereo partly drawn) | -5 | -14 | -5 | -13 | 0 | -13 | -5 | -5 | 0.0
Nc1ncnc2c1ncn2C1OC(CO)C(O)C1N (stereo not drawn) | -2 | 11 | 12 | 3 | 0 | -9 | -2 | -5 | 0.2
CCc1nc2oc3cc(OC)ccc3c(=O)c2c(=O)n1-c1ccccc1 | -2 | 7 | 8 | -2 | 11 | -10 | -5 | -2 | 0.6
COC(=O)c1c(NC(=O)c2ccco2)sc(C(=O)N2CCCC2)c1C | 2 | -14 | 2 | -11 | 11 | -41 | 1 | -9 | 0.3
Cc1cc(-c2ccc(Cl)cc2)c(C#N)c(N)n1 | -1 | -8 | -1 | -10 | 29 | -7 | -2 | 10 | -0.1
Cc1ccc(CCNC(=O)c2cc(S(=O)(=O)N3CCOCC3)cn2C)cc1 | -3 | -21 | 11 | -5 | 7 | -5 | 1 | -6 | 3.1
O=C(CCC(=O)Nc1ccccc1Cl)N/N=C/c1ccccc1 | -9 | -9 | 18 | -2 | 34 | -2 | -7 | -5 | 1.1

Screens deposited in PubChem BioAssay by The Scripps Research Institute Molecular Screening Center.
